Source: PubChem BioAssay (Broad Institute)
CD40 NFkB inh – CD40 pathway inhibition in BL2 cells; BL2 NF-kB luciferase reporter, CD40L-induced, 4 h; inhibition, % at 10 µM; 83,000 compounds, 0.94% hits; AID 1053188;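 active = mean inhibition of at least 50% with a set share of replicates also reaching that level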;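 also: 0% = neutral control wells and 100% = IKK inhibitor VII at 50 µM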
* hit, by the source's call; [ ] = another dose, or the depositor's remark.

SMILES	CD40 NFkB inh
Cc1cc(C)c2c(c1)CC(C)(C)CC2=O	-4
CC(C)N(C(=O)NC(=O)Nc1ccccn1)S(C)(=O)=O	-12
CCOC(=O)N1CCN(Cc2nc(-c3ccc(OC)cc3)no2)CC1	2
CCOc1cc(S(=O)(=O)NCc2ccccc2)c(OCC)cc1-n1cnnn1	5
Cc1ccc(S(=O)(=O)N2CCCN(C(=O)c3ccc(-n4cccn4)cc3)CC2)cc1	4
COc1ccc2c3c(n(C)c2c1)[C@@H](CO)N(C(=O)CN(C)C)CC31CCN(S(C)(=O)=O)CC1	-2[25 µM]
CC(=O)N1CCN(C(=O)c2ccc(C(=O)c3ccccc3)cc2)CC1	5
COc1ccccc1S(=O)(=O)N1CC[C@@H]2[C@H](CO)Nc3ccc(-c4ccccc4F)cc3[C@@H]21	19[25 µM]
CCC(=O)N1[C@@H]2c3cccc(=O)n3C[C@H]1[C@H](CO)[C@H]2C(=O)NCc1ccccc1	-4[25 µM]
COc1ccccc1CN(C)C(=O)COC(=O)c1cc(C)oc1C	-47
C[C@@H]1CN([C@@H](C)CO)C(=O)CCCn2cc(nn2)CO[C@H]1CN(C)S(=O)(=O)c1ccc2c(c1)OCCCO2	6[25 µM]
CC(C)COC(=O)N(C)C[C@@H]1OCc2cn(nn2)CCCC(=O)N([C@H](C)CO)C[C@H]1C	0[25 µM]
CN1CCN(C(=O)C[C@H]2CC[C@@H]3[C@@H](COc4ccc(NC(=O)C5CCCC5)cc4C(=O)N3C)O2)CC1	5
COc1ccc(C(=O)OCC(=O)N2CCN(S(=O)(=O)c3ccc(C)cc3)CC2)cc1[N+](=O)[O-]	-4
CCCCC(=O)Nc1nnc(-c2ccco2)o1	16
O=C(c1ccco1)N1CCN(C(=O)N2CCOCC2)CC1	8
CCOc1ccc(CCNC(=O)COC(=O)c2cccnc2Cl)cc1OCC	4
Cc1cccc(S(=O)(=O)N(C)C[C@@H]2OCc3ccccc3-c3ccccc3C(=O)N([C@H](C)CO)C[C@@H]2C)c1	4
c1ccc(-c2ccc(-c3nc(-c4cccnc4)no3)cc2)cc1	-18
CSCC[C@H](NC(=O)NCCc1ccc(F)cc1)C(=O)O	9
COc1ccc(NC(=O)CN(C)C(=O)CCSc2ccc(F)cc2)cc1	1
CCCCNC(=O)C1C2C=CC(C2)C1C(=O)O (stereo not drawn)	-40
O=C(NC1CCSC1=O)c1ccc(Cl)cc1 (stereo not drawn)	-1
Cc1ccc(N2CC(C(=O)Nc3nccs3)CC2=O)cc1Cl (stereo not drawn)	61*

Among those listed so far, these contain fluorine.
SMILES	CD40 NFkB inh
COc1ccccc1S(=O)(=O)N1CC[C@@H]2[C@H](CO)Nc3ccc(-c4ccccc4F)cc3[C@@H]21	19[25 µM]
CSCC[C@H](NC(=O)NCCc1ccc(F)cc1)C(=O)O	9
COc1ccc(NC(=O)CN(C)C(=O)CCSc2ccc(F)cc2)cc1	1

Remaining list, next part.
SMILES	CD40 NFkB inh
N#C/C(=C\c1ccc(-c2ccccc2[N+](=O)[O-])o1)C(=O)N1CCOCC1	-3
COc1ccc(NC(=O)COC(=O)CCNS(=O)(=O)c2ccccc2)cc1OC	16
CCN(CC(=O)Nc1ccc(NC(C)=O)cc1)C(=O)C1CCCN(C(=O)c2ccc(Cl)cc2)C1 (stereo not drawn)	28*
CCCC(=O)N1CCCC1(C)C(=O)Nc1cc(OC)c(OC)c(OC)c1 (stereo not drawn)	15
O=C(COC(=O)c1cc[n+]([O-])cc1)Nc1ccc([N+](=O)[O-])cc1	4
CC1CC(C)CN(C(=O)COC(=O)c2ccc(Cl)nc2)C1 (stereo not drawn)	-4
O=C(N1CCCCCC1)N1CCN(S(=O)(=O)c2ccccc2)CC1	4
c1ccc2c(SCc3cn4cccnc4n3)ncnc2c1	-11
COc1ccccc1CNC(=O)C[C@@H]1CC[C@H]2[C@@H](COC[C@H](O)CN2Cc2ccc3c(c2)OCO3)O1	18[25 µM]
N#CC1=C2CCCCC2(O)NC1=O (stereo not drawn)	2
CC(=O)c1cccc(OCc2cc(C(=O)N(C)Cc3ccc(C)o3)no2)c1	-32
CCN(CCn1cccn1)C(=O)c1ccc(OC2CCN(C(=O)COC)CC2)cc1	-21
Nc1nc2c(C(=O)N3CCOCC3)nnn2c2ccccc12	-56
O=C(CN1CCN(Cc2ccccc2)C1=O)NCc1ccc(Cl)cc1	15
CCCN1C(=O)c2cc(C(=O)NCCc3cccc(C)c3)ccc2C1O (stereo not drawn)	-22
N#CCc1nn(-c2ccc(F)cc2)c(N)c1C#N	16
O=C(CN1C(=O)CC(c2ccco2)Sc2ccccc21)NCc1ccc2c(c1)OCO2 (stereo not drawn)	9
CCOc1ccc(-n2nc3c(=O)n(CCN4CCCCC4)nc(C)c3c2C)cc1	16
CCC(=O)N1[C@H](CO)[C@@H](c2ccccc2)[C@@H]1CN(C(C)C)S(C)(=O)=O	-5[25 µM]
C[C@@H]1CN([C@H](C)CO)C(=O)c2cc(NC(=O)Cc3ccccc3)ccc2O[C@@H](C)CCCCO[C@@H]1CN(C)Cc1ccncc1	-2[25 µM]
CCOC(=O)c1ccc(N2C(=O)c3n[nH]c(C)c3C2c2ccco2)cc1 (stereo not drawn)	11
C/C=C/c1ccc([C@H]2[C@@H](CO)N(C(C)=O)[C@@H]2CNC(=O)NCCC)cc1	-7[25 µM]
CC(C)c1ccc(NC(=O)Nc2cc3sccc3n2C)cc1	3
O=C(c1ccccc1F)N1CC[C@@H]2[C@H](CO)Nc3ccc(C#Cc4ccc(F)cc4)cc3[C@@H]21	-2[25 µM]

Grouped by structure, those above containing a furan ring, fused or not
SMILES	CD40 NFkB inh
COc1ccccc1CN(C)C(=O)COC(=O)c1cc(C)oc1C	-47
CCCCC(=O)Nc1nnc(-c2ccco2)o1	16
O=C(c1ccco1)N1CCN(C(=O)N2CCOCC2)CC1	8
N#C/C(=C\c1ccc(-c2ccccc2[N+](=O)[O-])o1)C(=O)N1CCOCC1	-3
CC(=O)c1cccc(OCc2cc(C(=O)N(C)Cc3ccc(C)o3)no2)c1	-32
O=C(CN1C(=O)CC(c2ccco2)Sc2ccccc21)NCc1ccc2c(c1)OCO2 (stereo not drawn)	9
CCOC(=O)c1ccc(N2C(=O)c3n[nH]c(C)c3C2c2ccco2)cc1 (stereo not drawn)	11

Further compounds.
SMILES	CD40 NFkB inh
CCOC(=O)C1=C(COC(=O)c2cc(Br)c(Br)s2)NC(=O)NC1C (stereo not drawn)	-5
CC1(C)CC2CC(C)(CN2S(=O)(=O)c2cccc(C(=O)OCC(=O)NC(N)=O)c2)C1 (stereo not drawn)	13
C[C@@H]1CCCCO[C@@H](CN(C)Cc2ccc(C(=O)O)cc2)[C@H](C)CN([C@H](C)CO)C(=O)c2cc(N(C)C)ccc2O1	3[25 µM]
O=C(Nc1cccc(Cl)c1)OCCOC(=O)Nc1cccc(Cl)c1	0
COc1ccc(CNC(=O)COc2ccc(S(=O)(=O)N3CCCCC3)cc2)cc1	4
C/C(=N\NC(=O)c1ccccc1OCCOc1ccccc1)c1ccccc1F	18
COc1ccc(-n2ncc(C(C)NS(=O)(=O)c3ccc(C(C)=O)cc3)c2C)cc1 (stereo not drawn)	4
Cc1ccc(Cn2ccc(NC(=O)c3cc(-c4ccccc4)on3)n2)cc1	6
Cc1nn(-c2ccccc2)c(Cl)c1C(=O)Nc1ccc(N2CCOCC2)cc1	0
COc1ccc(CCNC(=O)c2cnc3n(c2=O)CCS3)cc1OC	3
CCNC(=O)C1(C)CCCN(Cc2csc3ccccc23)C1 (stereo not drawn)	1
COC(=O)CC(CC(=O)OC)n1cccc1	5
CCn1c(C)nc([N+](=O)[O-])c1C(=O)O	3
CCCNC(=O)C[C@@H]1CC[C@H]2[C@H](COc3ccc(NC(=O)NCCC)cc3C(=O)N2C)O1	4
O=S(=O)(c1ccc2c(c1)oc1ccccc12)N1CCOCC1	9
O=C1CC(c2ccccc2)=C(c2ccccc2)C1	-2
COCCNc1nc(Cl)c(C#N)s1	7
CN(C)C1(CNC(=O)c2cccc(S(=O)(=O)NCc3ccccc3)c2)CCCCC1	-2
COc1ccccc1NC(=O)N1C[C@@H]2[C@H](c3ccccc31)[C@H](CO)N2CC1CCOCC1	6[25 µM]
O=C(NCc1ccco1)c1cnn2c(C(F)(F)F)cc(-c3ccco3)nc12	7
CCNC1(C(N)=O)CCN(Cc2ccccc2)CC1	-1
CC(=O)c1c(C)c(C)c2n1CCn1c(C)ccc1-2	-12
CC(Oc1ccc(F)cc1)c1nnc(SCC(=O)N(c2ccccc2)C2CCS(=O)(=O)C2)o1 (stereo not drawn)	14
Cn1c(NC2CCCCC2)c(N=O)c(=O)n(C)c1=O	7
COC(=O)c1ccc(NC(=S)NC2CC2)cc1	-10
CCC(=O)c1ccc(OCC(=O)OCC(=O)c2cc(C)n(CC3CCCO3)c2C)cc1 (stereo not drawn)	0
CCOC(=O)C1CCCN(C(=O)c2cc3ccccc3cc2OC)C1 (stereo not drawn)	3
Cc1nn(CC(=O)NNC(=O)c2ccc(Br)cc2)c(C)c1[N+](=O)[O-]	5
C[C@@H]1CN([C@H](C)CO)C(=O)c2cc(NC(=O)C3CC3)ccc2O[C@@H]1CN(C)Cc1ccc(C(=O)O)cc1	-12
C[C@H](CO)N1C[C@H](C)[C@H](CN(C)Cc2ccc(C(=O)Nc3ccccc3N)cc2)Oc2ccc(NC(=O)Cn3cnnn3)cc2C1=O	2[25 µM]
O=C(Nc1ccc2c(c1)OCCO2)C1CCN(C(=O)c2ccccc2)CC1	-45
COc1ccc(-c2csc(C(O)(c3ccccc3)C(F)(F)F)n2)cc1 (stereo not drawn)	12
C[C@@H]1CN([C@H](C)CO)C(=O)c2cccc(N(C)C)c2O[C@@H]1CN(C)C(=O)Nc1ccc(F)cc1	-1[25 µM]
Cc1ccc(S(=O)(=O)N(C)c2ccc(OCC(=O)NCc3ccco3)cc2)cc1	10
Cc1sc(NC(=O)CN2C(=O)NC3(CCCC3)C2=O)nc1-c1ccc(F)cc1	1
COc1cccc(S(=O)(=O)Nc2ccc3c(c2)C(=O)N(C)C[C@H](OC)[C@@H](C)CN(Cc2ccccc2F)[C@H](C)CO3)c1	14[25 µM]
C[C@H](CO)N1C[C@H](C)[C@H](CN(C)S(=O)(=O)c2ccc(C#N)cc2)OCc2ccccc2-c2ccccc2C1=O	-6
CN1C(=O)c2cc(NC(=O)c3cccc(Cl)c3)ccc2OC[C@H]2O[C@H](CC(=O)NC3CCCCC3)CC[C@H]21	33[25 µM]
CC(=O)N1N=C(c2ccc(Cl)cc2)OC12CCCC2	2
CCOc1ccc(C(=O)NC2CC(=O)N(c3ccc4c(c3)OCCO4)C2)cc1 (stereo not drawn)	-18
CN(Cc1ccccc1)C(=O)CN(C)S(=O)(=O)c1ccc(F)cc1	-8
CC(C)c1ccc(OCC(=O)NCc2n[nH]c(=O)c3ccccc23)cc1	-1
COc1ccc(S(=O)(=O)N2CCN(C(=O)CNC(=O)c3ccc4c(c3)OCO4)CC2)cc1	18
CO[C@H](CN(C)C(=O)c1ccc2c(c1)OCO2)[C@H](C)CN([C@@H](C)CO)S(=O)(=O)c1ccc(Cl)cc1	0[25 µM]
O=C(CCCc1ccncc1)c1ccccc1	-27
Cc1ccc(-n2nnnc2-c2nc3ccccc3s2)cc1	2
CCCCC(c1nnnn1CC1CCCO1)N1CCN(c2ccccc2)CC1 (stereo not drawn)	12
O=S(=O)(/C=C/c1ccccc1)NC1CCCCCCC1	13
C[C@@H]1CCCCO[C@H](CN(C)S(=O)(=O)c2ccc(Cl)cc2)[C@@H](C)CN([C@@H](C)CO)C(=O)c2cc(NS(=O)(=O)c3ccc(F)cc3)ccc2O1	-1
CCC(C)NC(=O)Cn1cc2c(n1)CCC(C)C2 (stereo not drawn)	4
N#Cc1nc(-c2cccs2)oc1NCCc1ccccc1	-44
CN(C)S(=O)(=O)c1ccc(N2CCCC2)c(C(=O)OCC(=O)N2CCN(c3ccccc3)CC2)c1	-8
CCC1CN(C(=O)NCc2cccc(OC)c2)c2ccccc2O1 (stereo not drawn)	8
CN(c1ccccc1)S(=O)(=O)c1cccc(C(=O)NC2CCCCC2)c1	5
CCc1nnc(NC(=O)c2ccc(S(=O)(=O)N3CCCCC3C)cc2)s1 (stereo not drawn)	3
NNC(=O)c1cccc(COc2cccc(Br)c2)c1	-57
Cc1ccccc1Cn1c2ccccc2c2cnn(CC(=O)NCc3ccccn3)c(=O)c21	-2
COc1ccc(CNC(=O)CCCSc2ccccc2)cc1	4
Cn1c(CCN2CCOCC2)nc2cc(NC(=O)COc3ccccc3)ccc21	3
CCCc1cn(CC[C@@H]2CC[C@@H](NC(=O)C3CCCC3)[C@H](CO)O2)nn1	-6

The closing three records of the section above come first, to join the parts:
SMILES	CD40 NFkB inh
COc1ccc(CNC(=O)CCCSc2ccccc2)cc1	4
Cn1c(CCN2CCOCC2)nc2cc(NC(=O)COc3ccccc3)ccc21	3
CCCc1cn(CC[C@@H]2CC[C@@H](NC(=O)C3CCCC3)[C@H](CO)O2)nn1	-6
COC(=O)[C@H](CC(C)C)NC(=O)NC1CCCc2ccccc21 (stereo partly drawn)	12
COc1ccc(NC(=O)N(C)C[C@H]2OCCCC[C@@H](C)Oc3ccc(NC(=O)Nc4ccccc4)cc3C(=O)N([C@H](C)CO)C[C@H]2C)cc1	-9
CC(C)COC(=O)N(C)C[C@@H]1OCc2cn(nn2)CCCC(=O)N([C@H](C)CO)C[C@@H]1C	-10[25 µM]
N#Cc1c(N)c(C(=O)c2ccccc2)n2c1CCC2	14
C/C=C/c1ccc([C@H]2[C@@H](CO)N(C(C)=O)[C@H]2CNC(=O)CC2CC2)cc1	0
NC(CSC1(c2ccc(Cl)cc2)c2ccccc2-c2ccccc21)C(=O)O (stereo not drawn)	-1

Not all compounds are listed, so the mix of outcomes need not match the whole.
